Screening results (PubChem)
CatB mixtures: inhibitors of human cathepsin B in compound mixtures; Purified cathepsin B, AMC dipeptide fluorescence; 0.06% of 62,000 active; P07858; AID 488; inhibition, %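 (ten-compound pools at 5 µM per compound and 50 µM total)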; in the data active = inhibition above about 22%, passing the limit was not always enough;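 note: 0% = enzyme without compound and 100% = no enzyme blank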
CatS inh: inhibitors of human cathepsin S; P25774; recombinant cathepsin S, AMC dipeptide fluorescence, pooled mixtures; inhibition, %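 (tested at 5 µM per compound within 10-compound mixtures)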; 0.06% of 62,000 active; in the data active = inhibition above about 32%, passing the limit was not always enough;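 note: 0% = enzyme without compound and 100% = blank without enzyme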
Target sequence (P25774 115-331 limits assumed): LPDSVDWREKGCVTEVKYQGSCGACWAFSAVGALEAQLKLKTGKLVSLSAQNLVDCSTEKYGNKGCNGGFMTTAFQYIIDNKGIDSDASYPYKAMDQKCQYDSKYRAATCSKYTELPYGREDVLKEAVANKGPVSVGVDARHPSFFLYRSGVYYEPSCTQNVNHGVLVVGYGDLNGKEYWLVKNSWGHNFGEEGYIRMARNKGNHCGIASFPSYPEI
FXIa inh mix: blocks human factor XIa in pooled compound mixtures; P03951; purified FXIa, fluorogenic substrate; inhibition, % at 5 µM; 0.19% of 62,000 active; AID 680; in the data active = inhibition above about 20%, passing the limit was not always enough;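 note: each value is inhibition by a whole ten-compound pool holding the compound; 0% = enzyme with no mixture and 100% = wells lacking enzyme; strong numbers were not always called active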
AP complement: alternative pathway complement inhibition, orthogonal assay; Human serum alternative complement pathway, LPS-coated ELISA, C3 deposition; tested in compound mixtures; inhibition, % at 5 µM; 0.08% of 62,000 active; AID 1235;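 active = inhibition above 30% in each of the two pooled mixtures holding the compound, so the lower value exceeds 30%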;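 note: 0% = serum in Mg-EGTA without compound and 100% = EDTA serum blank; some compounds past the cut are filed as inactive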
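Test system – human serum alternative complement pathway, C3 deposition on LPS-coated wells · Buffer or medium – diluted human serum in Mg2+-EGTA GVB++ · Compound dosing – 5 µM each compound, pools of ten, 50 µM per pool · Schedule – 1 h serum-compound exposure at 37 °C · Measured by – Anti-C3 ELISA, OD 450 nm · Read-out basis – percent inhibition of C3 deposition onto LPS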
CatL inh: blocks human cathepsin L protease activity; P07711; purified cathepsin L, fluorogenic substrate, fluorescence; inhibition, %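 (tested at 10 µM)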; 0.17% of 58,000 active; AID 460; in the data active = inhibition above about 45%;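 note: 0% = enzyme with no compound and 100% = no enzyme blank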
Target sequence (P07711 114-288 limits assumed): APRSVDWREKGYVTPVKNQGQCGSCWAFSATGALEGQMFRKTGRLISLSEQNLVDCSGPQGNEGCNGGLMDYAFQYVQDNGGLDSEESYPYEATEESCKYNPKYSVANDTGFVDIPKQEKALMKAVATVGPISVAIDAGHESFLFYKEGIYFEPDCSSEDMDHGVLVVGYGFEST
Target sequence (P07711 292-333 limits assumed): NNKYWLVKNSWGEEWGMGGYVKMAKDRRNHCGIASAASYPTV
CatG inh: cathepsin G (human) inhibition; P08311; purified enzyme, AMC-tetrapeptide fluorescence, pooled mixtures; inhibition, % at 5 µM (by protocol); 0.2% of 62,000 active; AID 581;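 active = inhibition above 20% in each of the two mixture wells holding the compound; inactive = inhibition of 20% or less in either well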;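 note: 0% = enzyme control without mixture and 100% = blank lacking enzyme; strong numbers were not always called active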
Target sequence (P08311 21-244 limits assumed): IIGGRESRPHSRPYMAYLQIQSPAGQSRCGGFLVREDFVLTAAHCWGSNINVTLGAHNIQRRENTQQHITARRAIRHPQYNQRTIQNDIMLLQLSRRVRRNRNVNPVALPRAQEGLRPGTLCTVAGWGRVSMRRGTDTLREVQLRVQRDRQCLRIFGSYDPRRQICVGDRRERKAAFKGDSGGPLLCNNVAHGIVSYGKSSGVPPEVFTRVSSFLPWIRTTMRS
E coli RNAP: Escherichia coli RNA polymerase inhibition; P0A8V2; E. coli RNA polymerase, fluorescence transcription assay; inhibition, %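 (tested at 10 µM)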; 0.2% of 62,000 active; AID 559; in the data active = inhibition above about 20%;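 note: 0% = enzyme without compound and 100% = no enzyme blank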
C1s inh: blocks human complement C1s protease activity; mean inhibition % of two 10-compound mixtures (stronger effect = higher value), % at 5 µM (by protocol); purified C1s, fluorogenic AMC substrate, pooled mixtures; 0.16% of 62,000 active;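 active = inhibition above 20% in each of the two 10-compound mixture wells holding the compound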;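 note: 0% = enzyme wells lacking compound mixture and 100% = no-enzyme blank wells; some compounds called inactive have numbers as strong as hits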
CatB block: human cathepsin B inhibition. P07858. purified cathepsin B, fluorogenic substrate, fluorescence. inhibition, %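 (tested at 10 µM)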. 0.1% of 63,000 active; in the data active = inhibition above about 21%;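 note: 0% = enzyme with no compound and 100% = no enzyme blank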
* marks the source's active call; other numbers are inactive results; . = not tested or not shown.

The line under a structure holds: AP complement | CatS inh | CatL inh | C1s inh | CatG inh | CatB block | FXIa inh mix | E coli RNAP | CatB mixtures
1. CCOC(=O)c1c(C)[nH]c(C(=O)Cn2nnc(-c3ccccc3Cl)n2)c1C
  -15 | -4 | 4 | 4 | 8 | -1 | 5 | 6 | -2
2. Cc1nc2nc(COc3ccccc3)[nH]n2c(=O)c1C
  0 | 6 | 0 | -4 | -9 | -1 | 1 | -5 | 7
3. C=CCSc1nnc(-c2cc(Br)ccc2N)c(=O)[nH]1
  11 | 6 | . | 1 | 4 | 17 | 5 | 6 | 3
4. COC(=O)c1ccc2c(=O)sc(N3CCC(C(N)=O)CC3)nc2c1
  13 | 31 | 14 | -4 | 7 | 3 | 4 | 10 | 5
5. CCc1nnc(NC(=O)CSc2nnc(CNc3ccc(Cl)cc3)o2)s1
  -9 | -2 | 11 | -6 | 6 | 3 | 5 | 10 | 1
6. CN1CCN(S(=O)(=O)c2ccc(NC(=O)Cc3cccs3)cc2)CC1
  10 | -1 | 1 | 1 | 10 | 0 | 9 | 4 | 4
7. O=C(Nc1ccccc1)Nc1ccc(S(=O)(=O)N2CCCCC2)cc1
  8 | 5 | -2 | 8 | 14 | 3 | 1 | 10 | 7
8. CC1CN(c2cc(=O)n(-c3cccc(Br)c3)c(=O)[nH]2)CC(C)O1 (centres undefined)
  5 | 4 | . | 14 | 13 | 2 | 6 | 7 | -2
9. COc1cc(C2C(C#N)=C(N)Oc3cc(N)ccc32)cc(OC)c1OC (centres undefined)
  -13 | -12 | -2 | -51 | 13 | 7 | 3 | 5 | -1
10. Cc1nc2ccc(S(=O)(=O)N(C)CC(=O)N3CCc4ccccc4C3)cc2s1
  18 | -15 | -6 | -65 | 3 | 2 | -6 | 1 | -5
11. COc1ccccc1-c1cc(C(=O)Nc2c(F)cc(F)cc2Br)no1
  15 | -4 | -1 | 3 | 11 | 2 | 3 | 0 | 2
12. COc1ccccc1CCNC(=O)CSc1nc(-c2ccco2)cc(C(F)(F)F)n1
  12 | 4 | 18 | 5 | 8 | 2 | -2 | 3 | 1
13. O=C(CN(c1cccc(C(F)(F)F)c1)S(=O)(=O)c1ccccc1)N1CCOCC1
  -2 | 2 | 4 | -32 | -4 | -2 | -2 | 2 | -10
14. CCOc1ccc(C2/C(=C(\O)c3c(C)[nH]c(C(=O)OC)c3C)C(=O)C(=O)N2CCN(C)C)cc1 (centres undefined)
  4 | 19 | 11 | -10 | 10 | 6 | 14 | 20 | 6
15. O=C(CCCn1c(=O)[nH]c2cc(Cl)ccc2c1=O)NCCN1CCN(c2ccccc2)CC1
  0 | 14 | 27 | -12 | 1 | 4 | 1 | 10 | -5
16. CCOC(=O)c1nnn(-c2nonc2N)c1CSc1ccc(C)cc1
  -8 | 11 | 12 | 39 | -2 | 8 | 4 | 6 | 6
17. CCC(C)(C)n1nnnc1C(c1ccccc1F)N1CCC(C(N)=O)CC1 (centres undefined)
  -7 | -14 | 5 | -86 | -2 | 1 | -15 | 0 | -10
18. COCCN1CCN(c2c(C)c(C)nc3cc(-c4cccc(OC)c4)nn23)CC1
  19 | -2 | -3 | 17 | 11 | 1 | 4 | 6 | 2
19. CN(CCC#N)C(=O)CSc1ncnc2sc(-c3ccccc3)cc12
  -1 | -5 | 7 | 7 | 7 | 6 | 4 | 8 | 1
20. CCSc1ccc2nnc(-c3ccc(F)cc3)n2n1
  6 | 11 | 14 | 1 | 3 | 2 | 11 | 5 | -1
21. CCn1c(SCC(=O)NCC2CCCO2)nc2c(c1=O)SC(C)C2 (centres undefined)
  30 | 2 | . | -6 | -4 | -1 | 3 | -5 | -2
22. CNC(=O)CSCCn1c(SCC(=O)NC)nc2ccccc2c1=O
  21 | -3 | -4 | 20 | 12 | 3 | 2 | 2 | 6
23. COCCNC(=O)Cn1c(=O)n(CCC(=O)NCCc2ccccc2)c(=O)c2ccccc21
  -3 | -6 | -6 | -28 | -13 | 1 | 1 | -7 | -2
24. CC1CN(C(=O)c2cccc(S(=O)(=O)N3CCOCC3)c2)CC(C)O1 (centres undefined)
  10 | -7 | -13 | 2 | -1 | -5 | 7 | 0 | 2
25. COc1ccc(-n2c(SCC(=O)c3c(N)n(C)c(=O)n(C)c3=O)nc3ccccc32)cc1
  6 | 13 | 5 | 15 | 12 | -2 | 4 | 9 | 7
26. CSc1nnnn1-c1ccc(C(=O)OCC(=O)N2CCOCC2)cc1
  8 | -9 | -15 | -10 | 4 | 2 | 3 | 3 | 1
27. Cc1nc2cc(NC(=O)N3CCN(c4ccccn4)CC3)ccc2o1
  -3 | 3 | 7 | 17 | 11 | 7 | 4 | 10 | 2
28. COc1ccc(C(=O)/C=C/N2CCCCC2)cc1OC
  18 | -4 | . | 11 | 6 | 9 | 6 | 5 | 2
29. Cc1cc(OCCCC(=O)N2CCCCC2)cc(C)c1Cl
  4 | 13 | -1 | 0 | -1 | -1 | 5 | 0 | 2
30. O=C(Nc1ccc(S(=O)(=O)N2CCOCC2)cc1)C1CCCCC1
  10 | 8 | 4 | 0 | 9 | 0 | 1 | 5 | 1
31. CCCCC(=O)Nc1ccc2oc(-c3cccnc3)nc2c1
  4 | 0 | -5 | -37 | 1 | 2 | -13 | 2 | -2
32. COc1cc(CNc2ccccc2SC)ccc1O
  9 | -1 | . | -16 | 6 | . | -6 | . | 0
33. O=C(c1ccc(-c2ccccc2)cc1)N1CCN(Cc2ccccn2)CC1
  21 | -9 | -7 | -46 | 0 | 1 | -1 | 3 | -2
34. N#CC1=C(N)Oc2n[nH]c(-c3ccncc3)c2C1c1ccsc1 (centres undefined)
  -4 | 23 | 11 | -1 | 3 | 7 | 3 | 9 | 7
35. CCC(Sc1nc2c(c(=O)[nH]1)CCC2)C(=O)Nc1cccc(OC)c1 (centres undefined)
  17 | 2 | . | -23 | -1 | 1 | 4 | 5 | 6
36. CCNc1nc(SC(C)C(=O)OC)nc(N2CCOCC2)n1 (centres undefined)
  -4 | 15 | . | 13 | 11 | 5 | 8 | 12 | 1
37. CN(C)c1nc(SCC#N)nc(N(C)C)n1
  4 | -5 | -9 | -4 | 6 | 3 | -1 | 7 | 1
38. O=C(OCc1cc2ccccc2[nH]c1=O)C1CCCCC1
  10 | 4 | -3 | 4 | 0 | -2 | 7 | 2 | 5
39. N#Cc1nc(COc2ccccc2Cl)oc1N1CCCCCC1
  5 | . | 10 | 13 | 10 | 0 | 7 | 7 | 50
40. COc1ccc(C(=O)NC2CCN(C(=O)NC3CCCCC3)CC2)cc1
  -10 | 5 | 34 | 13 | -1 | 4 | 3 | 7 | 2

A draw from above in order of SMILES length, high to low:
The line under a structure holds: AP complement | CatS inh | CatL inh | C1s inh | CatG inh | CatB block | FXIa inh mix | E coli RNAP | CatB mixtures
33. O=C(c1ccc(-c2ccccc2)cc1)N1CCN(Cc2ccccn2)CC1
  21 | -9 | -7 | -46 | 0 | 1 | -1 | 3 | -2
31. CCCCC(=O)Nc1ccc2oc(-c3cccnc3)nc2c1
  4 | 0 | -5 | -37 | 1 | 2 | -13 | 2 | -2
37. CN(C)c1nc(SCC#N)nc(N(C)C)n1
  4 | -5 | -9 | -4 | 6 | 3 | -1 | 7 | 1

Other structures:
The line under a structure holds: AP complement | CatS inh | CatL inh | C1s inh | CatG inh | CatB block | FXIa inh mix | E coli RNAP | CatB mixtures
41. CCOC(=O)C(NC(=O)CC)(Nc1ccc(S(=O)(=O)Nc2cc(C)on2)cc1)C(F)(F)F (centres undefined)
  8 | -4 | -4 | -3 | -2 | -2 | -2 | 4 | 2
42. CCC(=O)Nc1ccc2c(c1)ncn2-c1ccccc1OC
  9 | -6 | 18 | -25 | 10 | 2 | 8 | 6 | 3
43. O=C(c1cccc(C(=O)N2CCN(c3ccccc3F)CC2)n1)N1CCN(c2ccccc2F)CC1
  1 | 1 | . | 12 | 8 | -1 | 6 | 2 | 4
44. CCCOn1c(OCC(C)C)nc2ccccc2c1=O
  -10 | 13 | 7 | 13 | 8 | 3 | 4 | 13 | 4
45. O=c1oc2c3c(nn2c2ccccc12)CCCC3
  -7 | -11 | . | -11 | -6 | 3 | 3 | 2 | 0
46. COc1ccccc1CNS(=O)(=O)c1ccc2c(c1)oc(=O)n2C
  10 | 7 | 7 | -51 | -1 | 6 | 3 | 5 | 7
47. OC(c1ccccn1)c1c[nH]c2ccccc12 (centres undefined)
  11 | 3 | -6 | 17 | 11 | 2 | 7 | 0 | 2
48. CC(C)(NO)/C(=N/O)c1cccs1
  -6 | -7 | 5 | -40 | 6 | 6 | -2 | 13 | 2
49. CCOc1ccc(C(=O)N(C)C2CCS(=O)(=O)C2)cc1 (centres undefined)
  9 | -1 | . | 0 | 8 | 11 | 0 | 2 | 4
50. Nc1c(C(=O)NC2CC2)c2nc3ccccc3nc2n1-c1ccc2c(c1)OCO2
  13 | 0 | -32 | -13 | 7 | 2 | -11 | 6 | 1
51. CCOC1OC2C(CO)OC(n3cnc4c(N)ncnc43)C2O1 (centres undefined)
  20 | -3 | 2 | 10 | 3 | 2 | 7 | 1 | 1
52. CCOC(=O)c1cc2c(=O)[nH]ccc2nc1C
  12 | -25 | -19 | -27 | -24 | -5 | -27 | 2 | -8
53. COC(=O)c1noc(-c2ccc(OC)cc2)n1
  19 | 4 | 0 | -4 | 0 | -1 | 4 | -2 | -3
54. Cc1nnc(SCC(=O)N2CCN(S(=O)(=O)c3ccccc3)CC2)[nH]c1=O
  0 | 19 | -5 | 16 | 17 | 1 | 3 | 8 | 4
55. COc1ccccc1N(CC(=O)N1CCCCC1)S(=O)(=O)c1ccccc1
  8 | 1 | 7 | 0 | 6 | 2 | -1 | 5 | 2
56. CC(C)CC(OC(=O)c1cccs1)C(=O)NCC1CCCO1 (centres undefined)
  2 | -5 | -16 | 5 | 3 | -1 | 11 | -3 | -2
57. O=C(Cn1c(=O)oc2cc(S(=O)(=O)N3CCc4ccccc43)ccc21)NC1CCCC1
  6 | 9 | . | 17 | 13 | -2 | 4 | 12 | 5
58. COc1ccc(S(=O)(=O)N2CCCC(C(=O)Nc3ccc(NC(=O)c4ccccn4)cc3)C2)cc1 (centres undefined)
  5 | 0 | 6 | -1 | 8 | 7 | 2 | 10 | 3
59. C(=N\c1nccs1)/c1cccnc1
  -4 | 1 | . | 2 | 9 | 2 | -2 | . | -2
60. Cc1ccccc1OCCn1c(=O)oc2ccccc21
  26 | -1 | -2 | 5 | 4 | 3 | 10 | 4 | 7
61. CCCCCOC(=O)Nc1ccc(S(=O)(=O)Nn2cnnc2)cc1
  -6 | 6 | 1 | -4 | -6 | 1 | 1 | 1 | 2
62. Cc1ccc(N2CCN(c3cc(C)nc4c5c(C)cc(C)nc5nn34)CC2)cc1
  24 | 4 | 20 | 14 | 10 | -1 | 10 | . | -2
63. O=C(CCCCCn1c(=O)[nH]c2ccccc2c1=O)NCCCN1CCN(c2ccccc2F)CC1
  -2 | -1 | 6 | -5 | -4 | 2 | 1 | -4 | -3
64. COc1cc(C(=O)Nc2nnc(C)s2)cc(OC)c1OC
  11 | -1 | . | 13 | 9 | -1 | 7 | 2 | 4
65. Cc1cc(=O)n2nc(N3CCCC(C(=O)NCc4ccco4)C3)sc2n1 (centres undefined)
  8 | 1 | 9 | 10 | 7 | 2 | 9 | 0 | 1
66. COc1cc(C(=O)Nc2cc(-c3ccccc3)[nH]n2)cc(OC)c1OC
  13 | 13 | 7 | 1 | -2 | -3 | 9 | 4 | 4
67. COc1ccccc1N1CCN(C(=O)c2ccc3nc(-c4ccco4)c(-c4ccco4)nc3c2)CC1
  9 | 7 | 7 | -25 | 3 | -1 | 10 | 7 | 1
68. Cc1ccc(S(=O)(=O)N2CCCC2C(=O)NC2CCCCC2)cc1 (centres undefined)
  -2 | 12 | 18 | 1 | 6 | 2 | -3 | 2 | 2

Some of the compounds tested, so the mix of outcomes need not match the whole.
